High-throughput results (PubChem)
RMI-FANCM inh = blocks RMI1/RMI2 complex binding to FANCM MM2 peptide. Fluorescence polarization, RMI core complex with F-MM2 peptide; hits give low values. FP signal (polarization) at 33 µM. 0.58% of 70,000 active. AID 1159607; in the data active = FP signal below about 40; also: inactives centre near 61; strong numbers were not always called active; unit not given here
Numbers without * were called inactive; & = joins results of further samples. Only part of the results is shown; rates above refer to the full screens.

The opening 3 entries (preview)
For COc1ccc(NC(=O)NCC(c2ccc3c(c2)CCN3C)N2CCOCC2)cc1OC (stereo unspecified) the results were RMI-FANCM inh 60.
Screening COCCn1c(=NC(=O)c2cccs2)sc2cc([N+](=O)[O-])ccc21 returned RMI-FANCM inh 60.
CC(=O)N1N=C(c2ccc3c(c2)OCO3)CC1c1cccc2nccnc12 (stereo unspecified) was read as RMI-FANCM inh 61.

Results, repeating the preview:
For COc1ccc(NC(=O)NCC(c2ccc3c(c2)CCN3C)N2CCOCC2)cc1OC (stereo unspecified) the results were RMI-FANCM inh 60.
Screening COCCn1c(=NC(=O)c2cccs2)sc2cc([N+](=O)[O-])ccc21 returned RMI-FANCM inh 60.
CC(=O)N1N=C(c2ccc3c(c2)OCO3)CC1c1cccc2nccnc12 (stereo unspecified) was read as RMI-FANCM inh 61.
`O=C(Cc1cccs1)NCCn1ncc2c(N3CCN(c4ncccn4)CC3)ncnc21` gave RMI-FANCM inh 63.
For COc1cccc(CNC(=O)CC2CSc3nc4c(c(=O)n32)CCCC4)c1 (stereo unspecified) the results were RMI-FANCM inh 67.
For CCN1CCOc2ccc(NS(=O)(=O)Cc3ccc(F)cc3)cc2C1=O the results were RMI-FANCM inh 63.
`CC(C)=CC[C@H](O)C1CC=C(C)CC1` (stereo partly specified) gave RMI-FANCM inh 65.
Screening COc1cccc2sc(=NC(=O)C3CCCN3S(=O)(=O)c3ccc(C)cc3)n(C)c12 (stereo unspecified) returned RMI-FANCM inh 73.
For O=C(/C=C/c1cccc([N+](=O)[O-])c1)Nc1ccc(-c2nc3ccccc3o2)cc1 the results were RMI-FANCM inh 82.
For CC(C)Oc1ccc(NC(=O)c2ccccc2Br)cc1 the results were RMI-FANCM inh 67.

Structural class: those above containing two or more sulfur atoms (2)
Screening COCCn1c(=NC(=O)c2cccs2)sc2cc([N+](=O)[O-])ccc21 returned RMI-FANCM inh 60.
Screening COc1cccc2sc(=NC(=O)C3CCCN3S(=O)(=O)c3ccc(C)cc3)n(C)c12 (stereo unspecified) returned RMI-FANCM inh 73.

Remaining list, next part
For COC(=O)c1ccc(Cl)c(NC(=O)NC2CCCCC2)c1 the results were RMI-FANCM inh 75.
CCOC(=O)c1c(Sc2ccccc2)cnn1C(=O)Nc1cccc(Cl)c1 was read as RMI-FANCM inh 53.
For Cc1ccc(OCC(=O)OCCOc2ccc([N+](=O)[O-])cc2)cc1 the results were RMI-FANCM inh 56.
For CCN1CCN(S(=O)(=O)CCNC(=O)COc2ccc(OC)cc2)CC1 the results were RMI-FANCM inh 60.
For CC1(C)Oc2[nH]c(=O)[nH]c(=O)c2C2c3ccccc3OCC21 (stereo unspecified) the results were RMI-FANCM inh 59.
Screening Cc1nc2scc(C)n2c(=O)c1NC(=O)Cc1ccccc1 returned RMI-FANCM inh 66.
Screening N#CC1CN(CCc2ccccc2)CN(CCc2ccccc2)C1 returned RMI-FANCM inh 55.
For Cc1ccc(C)c(S(=O)(=O)N2C(=S)NC(=O)C2C)c1 (stereo unspecified) the results were RMI-FANCM inh 73.
For O=[N+]([O-])c1ccccc1OCCOc1ccccc1[N+](=O)[O-] the results were RMI-FANCM inh 53.
For CS(=NS(=O)(=O)c1cccc2nsnc12)c1ncc(C(F)(F)F)cc1Cl (stereo unspecified) the results were RMI-FANCM inh 64.
For CCOC(=O)N1CCC(NC(=O)c2csc(Nc3ccccc3)n2)CC1 the results were RMI-FANCM inh 62.
Screening Cc1nnsc1-c1onc(C)c1C(=O)O/N=C/c1ccc(Cl)cc1 returned RMI-FANCM inh 54.
`Oc1c(C=C2N=c3ccccc3=N2)sc(=S)n1N1CCOCC1` gave RMI-FANCM inh 70.
`N#CC1(Nc2cccc(C(F)(F)F)c2)CCCCCC1` gave RMI-FANCM inh 51.
Screening O=Cc1ccc(OCc2ccc(Cl)cc2)cc1 returned RMI-FANCM inh 58.
Screening Cc1cc(N2CCN(C)CC2)nc(SCC2COc3ccccc3O2)n1 (stereo unspecified) returned RMI-FANCM inh 65.
For CCOc1ccccc1C(=O)NNC(=O)c1ccc(=O)n(Cc2ccc(Cl)cc2)c1 the results were RMI-FANCM inh 59.
For CSc1nc2ccc3nc(N)sc3c2s1 the results were RMI-FANCM inh 62.
CNc1nn(CC(=O)N2CCN(c3ccccc3OC)CC2)c(N)c1-c1nc(-c2ccccc2)no1 was read as RMI-FANCM inh 72.
For Cc1noc(C)c1S(=O)(=O)NCCn1ncc2c(NCc3ccc(F)cc3)ncnc21 the results were RMI-FANCM inh 60.
`Cc1[nH]nc(-c2ccc(OCCN3CCC(C(N)=O)CC3)cc2O)c1-c1ccc(Br)cc1` gave RMI-FANCM inh 64.
`O=C(NCCN1CCN(c2ccc(F)cc2)CC1)C(=O)NCc1cccs1` gave RMI-FANCM inh 62.
`N#CCP(=O)(c1ccccc1)c1ccccc1` gave RMI-FANCM inh 63.
`COc1ccc(C)cc1S(=O)(=O)Nc1ccc2c(c1)N(S(=O)(=O)c1cccs1)CCC2` gave RMI-FANCM inh 51.
Screening Cc1cc(C(=O)Nc2ccc(S(C)(=O)=O)cc2)no1 returned RMI-FANCM inh 64.
`CCOC(=O)CN1CCN(c2nc3c(c(=O)[nH]c(=O)n3C)n2Cc2cccc3ccccc23)CC1` gave RMI-FANCM inh 56.
COc1cccc(S(=O)(=O)NCCc2ccc(OC)c(OC)c2)c1 was read as RMI-FANCM inh 66.
`CCOc1ccc(-c2csc(-n3nc(C)cc3NC(=O)c3ccco3)n2)cc1` gave RMI-FANCM inh 96.
COc1cccc(-n2nnc(-c3nc(-c4ccc(OC)c(OC)c4)no3)c2C)c1 was read as RMI-FANCM inh 63.
CSc1ccc(NC(=O)c2cc(C)no2)cc1 was read as RMI-FANCM inh 69.

Next section, overlapping the part above by five compounds.
`CCOC(=O)CN1CCN(c2nc3c(c(=O)[nH]c(=O)n3C)n2Cc2cccc3ccccc23)CC1` gave RMI-FANCM inh 56.
COc1cccc(S(=O)(=O)NCCc2ccc(OC)c(OC)c2)c1 was read as RMI-FANCM inh 66.
`CCOc1ccc(-c2csc(-n3nc(C)cc3NC(=O)c3ccco3)n2)cc1` gave RMI-FANCM inh 96.
COc1cccc(-n2nnc(-c3nc(-c4ccc(OC)c(OC)c4)no3)c2C)c1 was read as RMI-FANCM inh 63.
CSc1ccc(NC(=O)c2cc(C)no2)cc1 was read as RMI-FANCM inh 69.
`c1ccc(CC2=NNC(Cc3ccccc3)=NN2)cc1` gave RMI-FANCM inh 55.
Cc1cc(F)ccc1-n1nnc(C(=O)OCc2nc(-c3ccc(Cl)cc3)oc2C)c1C was read as RMI-FANCM inh 65.
Screening COc1ccc(N2CC(NC(=O)Nc3cc(C)on3)CC2=O)cc1 (stereo unspecified) returned RMI-FANCM inh 58.
For Cn1cccc1C(CNC(=O)C(=O)NC1CCCC1)N1CCCC1 (stereo unspecified) the results were RMI-FANCM inh 65.
Screening CCS(=O)(=O)NCCS(=O)(=O)N1CCN(c2ccccc2OC)CC1 returned RMI-FANCM inh 57.
Screening O=C(Nc1nnc(C2CCCO2)o1)c1cc2ccccc2oc1=O (stereo unspecified) returned RMI-FANCM inh 55.
For COc1cccc(CNC(=O)c2cc(-c3ccccc3)nc3c2c(C)nn3C2CCS(=O)(=O)C2)c1 (stereo unspecified) the results were RMI-FANCM inh 83.
COc1cc(Br)cc2cc(C(=O)NCc3ccco3)c(=O)oc12 was read as RMI-FANCM inh 68.
Screening CC(C)C(=O)Nc1ccc(SCC(=O)NCc2ccc(F)cc2)nn1 returned RMI-FANCM inh 65.
For CCc1ccc(/C=C/C(=O)N2CCc3cc(S(=O)(=O)N(C)C)ccc32)cc1 the results were RMI-FANCM inh 70.
`CSc1cc(-c2ccc(Cl)cc2)[nH]c(=O)c1C#N` gave RMI-FANCM inh 56.
COc1ccc(Cl)cc1NC(=O)C(=O)NCC1CCN(Cc2cccs2)CC1 was read as RMI-FANCM inh 75.
COc1ccc(NC(=O)C(=O)NCC(c2ccc3c(c2)CCCN3C)N2CCN(C)CC2)c(OC)c1 (stereo unspecified) was read as RMI-FANCM inh 66.
CCOC(=O)c1cnc(Sc2ccc(Cl)cc2)nc1C(F)(F)F was read as RMI-FANCM inh 61.
`N=C1CC(=O)N=C2SC(C(F)(F)F)=NN12` gave RMI-FANCM inh 56.
Screening O=C(C1CCCO1)N1CCc2ccc(NS(=O)(=O)c3ccc(F)cc3)cc21 (stereo unspecified) returned RMI-FANCM inh 64.
`O=c1c(Cc2ccc(Cl)c(Cl)c2)csc2ccccc12` gave RMI-FANCM inh 53.
For O=C1CC(=O)NC=N1 the results were RMI-FANCM inh 54.
Screening Brc1ccc(-c2cn3nc(-c4ccc(Br)cc4)n4c3c2CCCC4)cc1 returned RMI-FANCM inh 61.
Screening O=C(Nc1cccc2ccccc12)c1ccc(-n2cnnn2)cc1 returned RMI-FANCM inh 66.
`COc1cccc(-c2csc(SCc3ccc(C(=O)O)o3)n2)c1` gave RMI-FANCM inh 68.
C=CCOc1ccc(C(=O)N(Cc2cccc(Cl)c2)C2CCS(=O)(=O)C2)cc1 (stereo unspecified) was read as RMI-FANCM inh 61.
Screening N#Cc1cc(CCCCc2cc(C#N)c3ccc4ccccc4c3c2)cc2c1ccc1ccccc12 returned RMI-FANCM inh 54.
Screening C/C(=N\Nc1ccc([N+](=O)[O-])cc1[N+](=O)[O-])C1=C(O)c2ccccc2C1=O returned RMI-FANCM inh 58.
Screening O=Cc1cn(CCC(=O)O)nc1-c1cccc2ccccc12 returned RMI-FANCM inh 59.
Screening Cc1ccc(C(=O)Cn2c(Cl)nc3c2c(=O)n(C)c(=O)n3C)cc1 returned RMI-FANCM inh 59.
CCOC(=O)CCC(=O)OC(C(=O)c1ccccc1)c1ccccc1 (stereo unspecified) was read as RMI-FANCM inh 48.
`CC(C)(C)c1ccc(N=NC2C(=O)NN=C2N)cc1` (stereo unspecified) gave RMI-FANCM inh 50.
`S=C(N/N=C\c1ccccn1)NC1CC2CC1C1C=CCC21` (stereo unspecified) gave RMI-FANCM inh 55.
O=C(NCC1c2ccccc2CCN1C(=O)CN1CCOCC1)C1CCCCC1 (stereo unspecified) was read as RMI-FANCM inh 59&55.
O=C(Nc1nc2c(F)cccc2s1)c1ccc(-c2ccccc2)cc1 was read as RMI-FANCM inh 75.
Screening Cc1cc(C(=O)NN)ccc1[N+](=O)[O-] returned RMI-FANCM inh 52.
CC1(C)C2CCC1(C)C(OCC(O)CN1CCN(c3ccc(F)cc3)CC1)C2 (stereo unspecified) was read as RMI-FANCM inh 63.
`CCS(=O)(=O)c1cccc(C(=O)Nc2nc3ccccc3s2)c1` gave RMI-FANCM inh 65.
`O=S(=O)(Nc1nc2ccccc2nc1Nc1ccc2c(c1)OCO2)c1ccc(F)cc1` gave RMI-FANCM inh 57.
For O=C(Cc1csc(Nc2ccccc2)n1)Nc1nccs1 the results were RMI-FANCM inh 67.
`COc1ccc(N2CCN(c3ncnc4c3cnn4CCNC(=O)c3snnc3C)CC2)cc1` gave RMI-FANCM inh 64.
Cc1nnc2ccc(-c3cccc(NS(=O)(=O)c4cccc(F)c4)c3)nn12 was read as RMI-FANCM inh 64.
For Cc1cc(NCC2CC2)n2nc(Nc3cc(Cl)ccc3C)nc2n1 the results were RMI-FANCM inh 71.
`Cn1c(=O)c2cc(NC(=O)c3ccc(F)cc3)c(=O)oc2n(C)c1=O` gave RMI-FANCM inh 72.
Cc1ccccc1NC(=O)CSc1nnc2ccc(-c3ccncc3)nn12 was read as RMI-FANCM inh 66.
For O=C(CSc1nnc2ccc3ccccc3n12)Nc1ccc(-c2nc3ccccc3s2)cc1 the results were RMI-FANCM inh 75.
For Cc1cc(C)c2nc(N(CCN(C)C)C(=O)c3ccc(S(=O)(=O)N(C)CC4CCCO4)cc3)sc2c1 (stereo unspecified) the results were RMI-FANCM inh 75.
COc1ccc2nc(-n3nc(C)cc3NC(=O)Cc3ccc(F)cc3)sc2c1 was read as RMI-FANCM inh 69.
COC(=O)C1=C(C(=O)OC)C(c2cccs2)c2sc(=O)[nH]c2S1 (stereo unspecified) was read as RMI-FANCM inh 54.
Screening Cc1cc(=O)oc2cc(NC(=O)c3nccnc3C(=O)O)ccc12 returned RMI-FANCM inh 53.
Screening CCOC(=O)c1ccc(NC(=O)c2cc3cccc(OC)c3oc2=O)cc1 returned RMI-FANCM inh 62.
For CC(C)N1CCC(CNC(=O)C(=O)NCCN2CCOCC2)CC1 the results were RMI-FANCM inh 60.
CCOC(=O)N1CCN(c2cc(=O)n(-c3ccc(Cl)cc3)c(=O)[nH]2)CC1 was read as RMI-FANCM inh 58.
Screening CCc1ccc(-c2ccc3nnc(SCc4ccc(F)cc4)n3n2)cc1 returned RMI-FANCM inh 86.
Screening CCOC(=O)c1csc(NC(=O)c2ccc(=O)n(Cc3ccc(F)cc3)n2)n1 returned RMI-FANCM inh 63.
`NC(=O)c1ccc(NC(=O)Cc2csc(Nc3cccc(Cl)c3)n2)cc1` gave RMI-FANCM inh 65.
Cc1cc(NC(=O)CCCn2nc([N+](=O)[O-])c(Cl)c2C)no1 was read as RMI-FANCM inh 56.
Screening O=C1CCCC(=O)N1CCS(=O)(=O)N1CCC(c2nnc(C3CC3)o2)CC1 returned RMI-FANCM inh 60.
Screening COc1ccc(-n2ccn(CC(=O)Nc3ccc(Br)cc3F)c(=O)c2=O)cc1Cl returned RMI-FANCM inh 109.
Screening Cc1ccc(S(=O)(=O)N2CCN(C(=O)CSc3ccc(Cl)cc3)CC2)cc1 returned RMI-FANCM inh 73.
Screening O=C(Cc1ccc(-c2ccccc2)cc1)NCCNC(=O)c1ccc(NC(=O)C2CC2)cc1 returned RMI-FANCM inh 134.
For COc1ccc(-n2c(C)nc3ccc(NC(=O)c4ccc(C(F)(F)F)cc4)cc3c2=O)cc1 the results were RMI-FANCM inh 70.
`COc1cc(NC(=O)CSc2ccc(-c3sc(-c4cccnc4)nc3C)nn2)cc(OC)c1` gave RMI-FANCM inh 81.
`O=C(c1ccc(F)c(F)c1)N1CCN(Cc2nc(-c3ccc(F)cc3)cs2)CC1` gave RMI-FANCM inh 62.
O=C(CSc1nc2ccccc2c(=O)n1-c1ccc(Cl)c(Cl)c1)N1CCOCC1 was read as RMI-FANCM inh 54.
